G9a block = qHTS Assay for Inhibitors of Histone Lysine Methyltransferase G9a | 350,000 tested, 8.8% active | Potency, µM (titrated, usually from 102 µM), without a hit: at the highest dose activity, negative = inhibition, usual class: inhibitors | G9a H3K9 monomethylation, AlphaScreen, 2 h | AID 504332, 2011; note: % is set by controls: 0 for no effect and ±100 for the full control effect; nearly all actives have a fitted effect of over 75% in size
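Quantitative HTS format: methyltransferase activity on a biotin-tagged H3K9 peptide is measured by AlphaScreen, using a rabbit anti-monomethyl-H3K9 antibody with streptavidin donor and anti-IgG acceptor beads. Final levels are 20 nM enzyme, 500 nM peptide, 20 uM SAM; 2 h RT.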
Pol eta inh = qHTS for Inhibitors of Polymerase Eta; 390,000 tested, 1.2% active; Potency, µM (titrated, usually from 114 µM), for inactives: top-dose activity change, negative = inhibition, usual class: inhibitors; recombinant Pol eta, fluorescent DNA replication assay; note: % is set by controls: 0 for no effect and ±100 for the full control effect
Target sequence (Q9Y253 whole entry, looked up): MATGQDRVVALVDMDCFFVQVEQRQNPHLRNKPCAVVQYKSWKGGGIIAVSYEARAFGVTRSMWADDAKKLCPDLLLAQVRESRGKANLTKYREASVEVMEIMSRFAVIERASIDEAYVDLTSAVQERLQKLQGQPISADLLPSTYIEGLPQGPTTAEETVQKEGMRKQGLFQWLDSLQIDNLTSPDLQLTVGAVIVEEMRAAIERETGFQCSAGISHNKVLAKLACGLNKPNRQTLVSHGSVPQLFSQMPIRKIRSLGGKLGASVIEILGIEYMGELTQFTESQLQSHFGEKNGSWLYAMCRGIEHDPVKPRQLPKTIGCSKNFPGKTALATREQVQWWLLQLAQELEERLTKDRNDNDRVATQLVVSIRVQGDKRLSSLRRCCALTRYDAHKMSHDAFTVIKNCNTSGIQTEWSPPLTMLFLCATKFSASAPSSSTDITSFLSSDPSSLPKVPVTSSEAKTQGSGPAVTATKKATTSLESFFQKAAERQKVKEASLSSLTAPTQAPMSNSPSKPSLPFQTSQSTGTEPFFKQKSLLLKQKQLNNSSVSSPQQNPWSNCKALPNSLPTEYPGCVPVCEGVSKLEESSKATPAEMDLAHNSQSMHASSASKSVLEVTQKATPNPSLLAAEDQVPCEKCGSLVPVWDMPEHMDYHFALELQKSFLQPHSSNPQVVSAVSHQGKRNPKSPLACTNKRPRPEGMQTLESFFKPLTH
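Pol eta (10 nM) was preincubated with compounds for 15 min at room temperature, after which fluorescent replication substrate (50 nM final) was added to start the reaction. Fluorescence was read kinetically at 0 and 10 min.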
Pol kappa inh = qHTS for Inhibitors of Polymerase Kappa. DNA polymerase kappa (Homo sapiens), Q9UBT6. purified Pol kappa, fluorescent DNA synthesis assay, 10 min. Potency, µM (titrated, usually from 107 µM), for the others: top-dose activity, negative = inhibition, actives largely listed as inhibitors. 400,000 tested, 0.53% active. AID 588579, 2011; note: % is set by controls: 0 for no effect and ±100 for the full control effect
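10 nM Pol kappa preincubated 15 min at room temperature with compounds, then reaction started with substrate at 50 nM final. Fluorescence read kinetically at 0 and 10 min; buffer-only wells served as negative control.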
Pol iota inh = qHTS for Inhibitors of Polymerase Iota; DNA polymerase iota (Homo sapiens), Q9UNA4; Pol iota fluorescent replication assay, 10 min; Potency, µM (titrated, usually from 115 µM), for the others: top-dose activity, negative = inhibition, actives largely listed as inhibitors; 390,000 tested, 1% active
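Pol iota at 10 nM preincubated 15 min with compounds at room temperature; reaction started with fluorescent substrate, 50 nM final. Fluorescence read kinetically at 0 and 10 min; buffer-only wells as negative control.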
Anesthetic bind = qHTS Assay for Identification of Novel General Anesthetics. apoferritin/1-aminoanthracene competitive binding, fluorescence. 350,000 tested, 0.074% active. Potency, µM (series often up to 77.5 µM), for the others: at the top dose activity change, negative = displacement, most hits filed as inhibitors. AID 485281, 2010. Ferritin light chain (Equus caballus), P02791; note: % is set by controls: 0 for no effect and ±100 for the full control effect; nearly all actives have a fitted effect of over 20% in size
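Apoferritin-based anesthetic binding model; compound displacement of fluorescent 1-AMA measured as endpoint fluorescence after 10 minutes at room temperature, scaled to free-ligand and complex controls.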
BAZ2B block = qHTS Assay for Inhibitors of BAZ2B | Bromodomain adjacent to zinc finger domain protein 2B (Homo sapiens), Q9UIF8 | AlphaScreen BAZ2B-H3K14Ac peptide displacement | Potency, µM (titrated, usually from 114 µM), for the others: at the top dose activity change, negative = inhibition, actives largely listed as inhibitors | 360,000 tested, 4.4% active | AID 504333, 2011; note: % is set by controls: 0 for no effect and ±100 for the full control effect; nearly all actives have a fitted effect of over 60% in size
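BAZ2B (50 nM) with biotin-H3(5-23)K14Ac peptide (50 nM) in PBS pH 7.4, 0.01% Tween-20, preformed 30 min, then compound 30 min at room temperature; top concentration 110uM. AlphaScreen streptavidin donor/nickel chelate acceptor beads (10 ug/mL final), 20 min dark, signal read.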
BLM inh = qHTS Assay for Inhibitors of Bloom's syndrome helicase (BLM); recombinant BLM DNA unwinding, fluorescence dequenching; AID 2528, 2010; RecQ-like DNA helicase BLM (Homo sapiens), P54132; 350,000 tested, 0.2% active; Potency, µM (top dose mostly 56.1 µM), for inactives: top-dose activity change, negative = inhibition, usual class: inhibitors;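 note: plate controls were vehicle for no effect and no enzyme for full effect; nearly all actives have a fitted effect of over 35% in size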
APE1 inh = qHTS Assay for Inhibitors of the Human Apurinic/apyrimidinic Endonuclease 1 (APE1). DNA repair nuclease/redox regulator APEX1 (Homo sapiens), P27695. recombinant APE1, TAMRA/BHQ-2 abasic DNA cleavage fluorescence. Potency, µM (series often up to 65.8 µM), for the others: top-dose activity change, negative = inhibition, hits mostly inhibitors. 350,000 tested, 0.35% active;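 note: plate controls were vehicle for no effect and reference inhibitor for full effect; nearly all actives have a fitted effect of over 55% in size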
Target sequence (P27695 whole entry, looked up): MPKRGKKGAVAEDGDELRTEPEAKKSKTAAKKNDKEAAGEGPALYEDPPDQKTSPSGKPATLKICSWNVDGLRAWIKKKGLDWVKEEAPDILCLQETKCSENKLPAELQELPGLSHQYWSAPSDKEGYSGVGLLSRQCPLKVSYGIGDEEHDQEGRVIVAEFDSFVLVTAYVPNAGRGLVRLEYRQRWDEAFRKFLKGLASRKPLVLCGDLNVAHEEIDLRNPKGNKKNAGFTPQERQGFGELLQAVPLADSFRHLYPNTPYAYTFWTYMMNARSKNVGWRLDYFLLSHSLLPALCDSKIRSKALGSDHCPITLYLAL
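APE1 at 0.75 nM preincubated 15 min at room temperature with compound. Reaction then started with 50 nM double-stranded THF-abasic substrate labelled with TAMRA/BHQ-2, and 525/598 nm fluorescence read kinetically. Activity taken as third-minus-first read difference, normalized to DMSO and NSC13755 controls.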
Pol beta inh = qHTS Assay for Inhibitors of DNA Polymerase Beta; Pol beta primer extension/strand displacement, fluorescence kinetic; Potency, µM (series often up to 114 µM), without a hit: top-dose activity change, negative = inhibition, most hits filed as inhibitors; 340,000 tested, 1.3% active; P06746; note: % is set by controls: 0 for no effect and ±100 for the full control effect
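Kinetic readout of DNA synthesis with strand displacement by Pol beta. Compound and 10 nM enzyme sit 15 min at room temperature; 50 nM substrate starts the reaction, read immediately and at 10 min.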
* hit, by the source's call; [ ] = remark or other dose. Calls come from the whole dose curve; as a rule, active = well fitted curve in the direction sought with a large enough effect; inconclusive = small, poorly fitted or top-dose-only effect, or another doubt; inactive = no such curve, though single readings can be large; an effect the other way counts as inactive or inconclusive. Potency is the fitted concentration of half-maximal effect. These rows are one share of the data, so the mix of outcomes need not match the whole.

How did Cc1cc(NC(=O)CN2C(=O)c3cccnc3Sc3ccccc32)ccc1Br do in these assays?
G9a block: 25%[59 µM]; Pol eta inh: -13%; Pol kappa inh: -13%; Pol iota inh: inconclusive; Anesthetic bind: inconclusive; BAZ2B block: -6%; BLM inh: -3%; Pol beta inh: 12%

What do the screens show for `COc1ccc(Br)cc1CNC(=O)C1CCCN(S(=O)(=O)N2CC(C)CC(C)C2)C1` (centres undefined)?
G9a block: 10%; Pol eta inh: -22%; Pol kappa inh: 8%; Pol iota inh: 25%; Anesthetic bind: -1%; BAZ2B block: -11%[57.1 µM]; BLM inh: -1%; APE1 inh: 7%; Pol beta inh: 2%

How did CCOc1ccc(C(=O)CN2CCN(S(=O)(=O)c3ccc(Cl)cc3)CC2)cc1 do in these assays?
G9a block: 35µM*; Pol eta inh: -15%; Pol kappa inh: 0%; Pol iota inh: 11%; Anesthetic bind: -8%; BAZ2B block: -7%; BLM inh: -5%; APE1 inh: 4%; Pol beta inh: 0%

What do the screens show for `O=C(O)CCCCCn1c(O)c(C=C2N=c3ccccc3=N2)sc1=S`?
G9a block: 8.9µM*; Pol eta inh: -12%; Pol kappa inh: -7%; Pol iota inh: 3%; Anesthetic bind: -3%; BAZ2B block: 50µM*; BLM inh: -7%; APE1 inh: 0%; Pol beta inh: 6%

Results for O=C(Nc1cc(-c2nc3ccccc3o2)ccc1Cl)c1cc([N+](=O)[O-])ccc1N1CCOCC1 ?
G9a block: -4%[59 µM]; Pol eta inh: -13%; Pol kappa inh: -2%; Pol iota inh: -3%; Anesthetic bind: -1%; BAZ2B block: -14%; BLM inh: 3%; Pol beta inh: 15%

How did Nc1ccnn1Cc1cccnc1 do in these assays?
G9a block: 1%[12.7 µM]; Pol eta inh: 5%; Pol kappa inh: -16%; Pol iota inh: 15%; Anesthetic bind: -11%; BAZ2B block: inconclusive; BLM inh: -3%; APE1 inh: -5%; Pol beta inh: 13%

Results for O=C(NC(=S)NC1CCCCC1)c1ccccc1 ?
G9a block: inconclusive; Pol eta inh: -30%; Pol kappa inh: -8%; Pol iota inh: 89%[activator]; Anesthetic bind: inconclusive; BAZ2B block: inconclusive; BLM inh: -9%; APE1 inh: 44%; Pol beta inh: -1%

What do the screens show for `CCOc1cccc2cc(C(=O)NCc3ccc(Cl)cc3)c(=N)oc12`?
Pol eta inh: -24%; Pol kappa inh: -3%; Pol iota inh: 14%; Anesthetic bind: 3%; BAZ2B block: -17%; BLM inh: -4%; APE1 inh: -2%; Pol beta inh: 18%

Results for COc1cc(-c2nnc(COc3ccc4cc(Br)ccc4c3)o2)cc(OC)c1OC ?
G9a block: 10%[59 µM]; Pol eta inh: 14%; Pol kappa inh: -19%; Pol iota inh: 16%; Anesthetic bind: -12%; BLM inh: -2%; APE1 inh: 0%; Pol beta inh: 31%

How did Cc1ccccc1N/N=C1\CCCNC1=O do in these assays?
G9a block: inconclusive; Pol eta inh: 0%; Pol kappa inh: -7%; Pol iota inh: 3%; Anesthetic bind: -10%; BAZ2B block: -33%; BLM inh: -3%; APE1 inh: -3%; Pol beta inh: 35%

What do the screens show for `CCC(=O)c1c[nH]c(C(=O)NCCc2ccccn2)c1`?
G9a block: 13%[59 µM]; Pol eta inh: -21%; Pol kappa inh: -8%; Pol iota inh: 20%; Anesthetic bind: 2%; BAZ2B block: 12%; BLM inh: 0%; APE1 inh: -1%; Pol beta inh: 2%

How did CC(=O)N1CCN(c2ccc([N+](=O)[O-])c(NCC3CCCO3)c2)CC1 (centres undefined) do in these assays?
G9a block: 47%[0.501 µM]; Pol eta inh: -13%; Pol kappa inh: -8%; Pol iota inh: 21%; Anesthetic bind: -23%; BAZ2B block: -7%; BLM inh: -1%; APE1 inh: 0%; Pol beta inh: -1%

Results for O=C(/C=C/c1cccs1)N1CCC2(CC1)Oc1ccc(Cl)cc1C(=O)C21CC(c2ccccc2)=NO1 (centres undefined) ?
G9a block: -32%[12.7 µM]; Pol eta inh: -17%; Pol kappa inh: 11%; Pol iota inh: 7%; Anesthetic bind: -2%; BAZ2B block: -15%; BLM inh: -4%; APE1 inh: -2%; Pol beta inh: -29%

What do the screens show for `O=C(CCNC(=O)c1ccccc1Cl)Nc1cccc(C(F)(F)F)c1`?
G9a block: inconclusive; Pol eta inh: -18%; Pol kappa inh: 5%; Pol iota inh: 48%[activator]; Anesthetic bind: -6%; BAZ2B block: -4%; BLM inh: -1%; APE1 inh: 2%; Pol beta inh: -14%

How did CCc1cccc(C)c1NC(=O)C1CN(S(=O)(=O)c2ccccc2)CCN1S(=O)(=O)c1ccccc1 (centres undefined) do in these assays?
G9a block: inconclusive; Pol eta inh: -17%; Pol kappa inh: -17%; Pol iota inh: -13%; Anesthetic bind: -1%; BAZ2B block: 1%; BLM inh: -4%; APE1 inh: -2%; Pol beta inh: 14%

Results for Nc1nnc(-c2ccc(Cl)cc2Cl)s1 ?
G9a block: 26%[0.501 µM]; Pol eta inh: -8%; Pol kappa inh: -1%; Pol iota inh: 79%[activator]; Anesthetic bind: -15%; BAZ2B block: 15%; BLM inh: -2%; APE1 inh: -1%; Pol beta inh: 7%

How did CCN(CC)C(=O)CNC(=O)Cc1ccc(Cl)cc1 do in these assays?
G9a block: -25%[2.33 µM]; Pol eta inh: -12%; Pol kappa inh: -21%; Pol iota inh: inconclusive; Anesthetic bind: 2%; BAZ2B block: -6%; BLM inh: -2%; APE1 inh: 13%; Pol beta inh: 19%

Results for Cn1ncc2c(N3CCCCC3)nc(NCCCO)nc21 ?
G9a block: 15%; Pol eta inh: -18%; Pol kappa inh: -3%; Pol iota inh: 15%; Anesthetic bind: 3%; BAZ2B block: 1%; BLM inh: 1%; APE1 inh: 62%[activator]; Pol beta inh: 0%

Results for Cc1cc(C)cc(N(CC(=O)NC2CCCC2)C(=O)CCC(=O)Nc2nccs2)c1 ?
G9a block: 3%; Pol eta inh: -23%; Pol kappa inh: -3%; Pol iota inh: 25%; Anesthetic bind: -11%; BAZ2B block: 4%; BLM inh: -2%; APE1 inh: -3%; Pol beta inh: -1%

What do the screens show for `CCCc1cc(=O)n2[nH]c(-c3ccc(Cl)cc3)cc2n1`?
G9a block: -4%; Pol eta inh: -17%; Pol kappa inh: -1%; Pol iota inh: 8%; Anesthetic bind: -16%; BAZ2B block: -14%; BLM inh: -4%; APE1 inh: -1%; Pol beta inh: 11%

Results for Cc1cc(C)c(NC(=O)COc2ccc3c(C)cc(=O)oc3c2)c(C)c1 ?
G9a block: inconclusive; Pol eta inh: -24%; Pol kappa inh: -24%; Pol iota inh: -17%; Anesthetic bind: 2%; BAZ2B block: -2%; BLM inh: -9%; Pol beta inh: 6%

What do the screens show for `COc1ccc(C(C)(C)C)cc1NC(=S)NCCN1CCOCC1`?
G9a block: 45µM*; Pol eta inh: -10%; Pol kappa inh: -4%; Pol iota inh: 10%; Anesthetic bind: -18%; BAZ2B block: -13%; BLM inh: -1%; APE1 inh: -2%; Pol beta inh: 0%[57.1 µM]

Results for Cc1ccc2c(c1)c1c3n2CCN(CC(N)=O)C3CCC1 (centres undefined) ?
Pol eta inh: -8%; Pol kappa inh: -10%; Pol iota inh: 7%; Anesthetic bind: -7%; BAZ2B block: 24%; BLM inh: -2%; APE1 inh: 6%; Pol beta inh: 22%

How did CC(=O)N1CCN(Cc2nc3cc(NC(=O)COc4ccccc4)ccc3n2C)CC1 do in these assays?
G9a block: inconclusive; Pol eta inh: -13%; Pol kappa inh: 1%; Pol iota inh: 120%[activator]; Anesthetic bind: -2%; BAZ2B block: inconclusive; BLM inh: 0%; APE1 inh: -1%; Pol beta inh: 0%

Results for O=C(Nc1ccccc1C(F)(F)F)C1(S(=O)(=O)c2ccc(Cl)cc2)CC1 ?
G9a block: -2%[59 µM]; Pol eta inh: -15%; Pol kappa inh: 5%; Pol iota inh: -6%; Anesthetic bind: -16%; BAZ2B block: 3%; BLM inh: -5%; Pol beta inh: 18%

How did Cc1c(NC(=O)c2ccc(S(=O)(=O)N(C)c3ccccc3)cc2)c(=O)n(-c2ccccc2)n1C do in these assays?
G9a block: 2%; Pol eta inh: -10%; Pol kappa inh: -4%; Pol iota inh: -13%; Anesthetic bind: -4%; BAZ2B block: -8%; BLM inh: -8%; APE1 inh: 4%; Pol beta inh: -2%

How did O=C(CCC(=O)c1cccs1)OCc1ccc([N+](=O)[O-])cc1 do in these assays?
G9a block: -19%[12.7 µM]; Pol eta inh: -13%; Pol kappa inh: -3%; Pol iota inh: -13%; BAZ2B block: 2%; APE1 inh: -6%

Two entries drawn at random from the list so far:
Results for Cc1cc(C)c(NC(=O)COc2ccc3c(C)cc(=O)oc3c2)c(C)c1 ?
G9a block: inconclusive; Pol eta inh: -24%; Pol kappa inh: -24%; Pol iota inh: -17%; Anesthetic bind: 2%; BAZ2B block: -2%; BLM inh: -9%; Pol beta inh: 6%

Results for O=C(NC(=S)NC1CCCCC1)c1ccccc1 ?
G9a block: inconclusive; Pol eta inh: -30%; Pol kappa inh: -8%; Pol iota inh: 89%[activator]; Anesthetic bind: inconclusive; BAZ2B block: inconclusive; BLM inh: -9%; APE1 inh: 44%; Pol beta inh: -1%
